RGS8-Gao: regulators of human RGS8-Galphao interaction; hit rate 0.34% among 220,000; multiplexed bead flow cytometry, RGS8-Galphao binding; actives lie on both sides; AID 1423; P09471; response (percent of control binding), % at 10 µM; in the data active means response below about 60% or above about 140%; inactive means in between;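 further: Galphao activated as the GDP aluminium fluoride complex binding bead-coupled RGS8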
Target sequence (P09471 whole entry, looked up): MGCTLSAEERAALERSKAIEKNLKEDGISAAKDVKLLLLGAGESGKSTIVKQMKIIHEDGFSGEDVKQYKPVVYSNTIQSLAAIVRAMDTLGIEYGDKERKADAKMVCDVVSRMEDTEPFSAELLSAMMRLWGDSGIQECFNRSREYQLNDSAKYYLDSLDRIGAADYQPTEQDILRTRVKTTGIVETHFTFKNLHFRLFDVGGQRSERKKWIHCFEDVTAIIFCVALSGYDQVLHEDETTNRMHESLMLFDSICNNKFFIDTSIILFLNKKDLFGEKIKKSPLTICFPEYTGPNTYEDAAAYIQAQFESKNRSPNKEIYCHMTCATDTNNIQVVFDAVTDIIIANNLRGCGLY
RGS7-Gao: regulators of human RGS7-Galphao interaction | Multiplexed bead flow cytometry, RGS7-Galphao binding; actives lie on both sides | binding response (% of control), % at 10 µM | hit rate 0.35% among 220,000; in the data active means binding response below about 49% or above about 150%; inconclusive means no clear call, values can overlap the other calls; inactive means in between;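 further: fluorescent Galphao held in activated GDP-AlF4 state binding bead-coupled RGS7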
Bim-Bcl-W: human Bim-Bcl-W interaction inhibition; bead-based flow cytometry, Bim peptide-Bcl-W binding; inhibition, % at 10 µM; hit rate 0.02% among 190,000; AID 952;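 further: 0% = bound tracer without compound and 100% = peptide blocker; higher means less fluorescent Bim peptide bound to Bcl-W beads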
RGS4-Gao reg: human RGS4-Galphao interaction regulation | binding response (% of control), % at 10 µM | hit rate 0.33% among 220,000 | Multiplexed bead flow cytometry, RGS4-Galphao binding; actives lie on both sides | P09471 | AID 1415; in the data active means binding response below about 49% or above about 150%; inactive means in between;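 further: fluorescent Galphao activated with aluminum fluoride binding bead-coupled RGS4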
ABCG2 block: blocks JC-1 efflux by human ABCG2 transporter; Q9UNQ0; IgMXP3 cells, flow cytometry; inhibition, % at 6.6 µM; hit rate 0.1% among 190,000; AID 1325;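 active means inhibition above 80%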;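 further: 0% = DMSO and 100% = nicardipine control wells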
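Test system: IgMXP3 (ABCG2) plus far-red-tagged CCRF-Adr (ABCB1) cells. Reagent: JC-1 dye as substrate. Timing: 10 min exposure at 25 °C with rotation, no wash. Measured by: flow cytometric JC-1 green MFI at 530 nm. Read-out: percent efflux inhibition, scaled nicardipine 100% to DMSO 0%. Control set: nicardipine and DMSO wells.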
ABCB1 block: inhibitors of human ABCB1 transporter, ABCG2 counter-screen. P08183. CCRF-Adr cells, JC-1 efflux, flow cytometry. inhibition, % at 6.6 µM. hit rate 0.067% among 190,000; in the data active means inhibition above about 40%;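 further: 0% = vehicle and 100% = reference inhibitor; higher value means more JC-1 retained so stronger ABCB1 efflux block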
Bim-Bcl-2: inhibitors of Bim-Bcl-2 interaction, human; P10415; Bead-based flow cytometry, Bim peptide-Bcl-2 binding; inhibition, % at 10 µM; hit rate 0.06% among 190,000; AID 950; in the data active means inhibition above about 40%; inconclusive means no clear call, values can overlap the other calls;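 further: 0% = no compound wells with probe peptide and 100% = reference peptide inhibitor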
Target sequence (P10415 whole entry, looked up): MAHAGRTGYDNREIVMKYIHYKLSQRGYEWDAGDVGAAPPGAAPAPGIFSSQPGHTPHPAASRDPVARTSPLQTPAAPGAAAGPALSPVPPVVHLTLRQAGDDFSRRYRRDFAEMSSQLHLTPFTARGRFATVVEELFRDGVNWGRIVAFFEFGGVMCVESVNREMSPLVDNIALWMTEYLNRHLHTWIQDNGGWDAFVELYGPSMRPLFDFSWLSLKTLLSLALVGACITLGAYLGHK
Bcl-XL Bim block: human Bim-Bcl-XL interaction inhibition; Q07817; Bim peptide-Bcl-XL binding, bead flow cytometry, fluorescence; inhibition, % at 10 µM; hit rate 0.04% among 190,000; AID 1007
Bim-Bcl-B: human Bim-Bcl-B interaction inhibition | Q9HD36 | bead-based flow cytometry, Bim peptide-Bcl-B binding | inhibition, % at 10 µM | hit rate 0.073% among 190,000 | AID 951;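 further: 0% = tracer peptide without compound and 100% = reference inhibitor peptide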
GSH bead fluor: compound fluoresces at 488/530 nm on GSH beads; GSH beads flow cytometry, compound fluorescence 488/530 nm; hits give high values; fluorescence (KMESF) at 10 µM; hit rate 0.25% among 190,000; AID 1776; in the data active means fluorescence above about 89;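 further: glutathione beads carrying GST-tagged Bcl family fusion proteins plus one bare bead set; values are compound well signal with DMSO vehicle wells as background; inactives centre near 16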
Bfl-1 Bim block: human Bim-Bfl-1 interaction inhibition. Bead-based flow cytometry, Bim-Bfl-1 binding inhibition. Q16548. inhibition, % at 10 µM. AID 1008. hit rate 0.12% among 190,000;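 further: 0% = wells without compound plus tracer and 100% = blocker peptide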
Starred values were filed as active, the others as inactive; ? = inconclusive. Unless noted, no stated cut-off is given here; in the data, active means inhibition above about 40%. Outcome played no part in choosing rows, and some 1.1% of all compounds hit somewhere here.

Codes: A = RGS8-Gao; B = RGS7-Gao; C = Bim-Bcl-W; D = RGS4-Gao reg; E = ABCG2 block; F = ABCB1 block; G = Bim-Bcl-2; H = Bcl-XL Bim block; I = Bim-Bcl-B; J = GSH bead fluor; K = Bfl-1 Bim block
CCC(C)NC(=O)C1CN(S(=O)(=O)c2ccccc2)CCN1S(=O)(=O)c1ccccc1 (stereo not given)
  A = 106 | B = 100 | C = -1 | D = 100 | E = 4 | F = 3.8 | G = -1 | H = -1 | I = -1 | J = 12 | K = 1
O=C(NCc1ccccc1)NC1CCS(=O)(=O)C1 (stereo not given)
  A = 101 | B = ? | C = -1 | D = 102 | E = 0 | F = 0.1 | G = 0 | H = 0 | I = -3 | J = 27 | K = -4
O=C(Nc1cccc2ncccc12)c1ccc(OCc2ccccc2)cc1
  A = 100 | B = 96 | C = -1 | D = 102 | E = 14 | F = 1.4 | G = -4 | H = 0 | I = -3 | J = 14 | K = 0
COc1cc2c(cc1NC(=O)COC(=O)[C@@H](NC(=O)c1ccccc1)C(C)C)oc1ccccc12
  A = 98 | B = 96 | C = -2 | D = 98 | E = 2 | F = 0.1 | G = -3 | H = -6 | I = -5 | J = 11 | K = -3
CN(C(=O)c1ccc(-c2nn(C)c(=O)c3ccccc23)cc1)c1ccccc1
  A = 96 | B = 99 | C = 1 | D = 94 | E = 23 | F = 3.3 | G = -10 | H = 5 | I = -6 | J = 40 | K = -8
COc1ccc(C(=O)N/N=C(\CCC(=O)O)c2ccc(C(C)(C)C)cc2)cc1OC
  A = 102 | B = ? | C = 0 | D = 106 | E = 5 | F = 0.1 | G = 0 | H = -3 | I = 0 | J = 15 | K = -3
COc1ccc(OC)c(-n2cnnn2)c1
  A = 104 | B = 100 | C = 0 | D = 108 | E = 0 | F = -0.4 | G = 0 | H = -5 | I = -1 | J = 14 | K = -1
CCOC(=O)C1C(=O)CC(=O)CC1CC(C)SCC (stereo not given)
  A = 99 | B = 96 | C = -1 | D = 92 | E = 1 | F = 0.2 | G = 0 | H = -1 | I = 0 | J = 12 | K = 0
C#CCOCCOCCOCCNc1nc(N2CCN(C(=O)[C@H]([C@@H](C)CC)n3cc([C@@H](N)CO)nn3)CC2)nc(N2CCN(C(=O)[C@H](CCCCN)n3cc([C@@H](N)CC(C)C)nn3)CC2)n1
  A = 98 | B = 101 | C = -2 | D = 98 | E = 1 | F = 0.3 | G = -2 | H = -5 | I = -4 | J = 19 | K = -8
CCOc1ccc(NC(=O)Nc2ccc3c(c2)nnn3C)cc1
  A = 98 | B = 99 | C = -3 | D = 97 | E = -1 | F = -0.2 | G = -3 | H = -6 | I = -6 | J = 9 | K = -9
c1coc(CNCCCN2CCOCC2)c1
  A = 95 | B = 96 | C = -2 | D = 90 | E = 0 | F = -0.1 | G = 0 | H = -1 | I = 0 | J = 18 | K = -1
COCCn1nnnc1C(c1ccccc1)N1CCN(Cc2ccc3c(c2)OCO3)CC1 (stereo not given)
  A = 100 | B = 99 | C = 0 | D = 98 | E = 13 | F = 1.6 | G = -9 | H = -1 | I = -3 | J = 18 | K = -11
Cc1nc2ccc(NC(=S)N3CCC(C)CC3)cc2nc1C
  A = 100 | B = 106 | C = -2 | D = 103 | E = 0 | F = 0.4 | G = 0 | H = 0 | I = 2 | J = 13 | K = 0
O=C1CC(N(C(=O)c2ccco2)c2cccc(Cl)c2)C(=O)N1c1cccc(Cl)c1 (stereo not given)
  A = 99 | B = 107 | C = 0 | D = 99 | E = 1 | F = 0.3 | G = -11 | H = -5 | I = -10 | J = 8 | K = -14
Cc1nn(C)c(C)c1S(=O)(=O)N(CC(=O)Nc1ccc2c(c1)OCO2)c1ccc(C(C)C)cc1
  A = 101 | B = 102 | C = -3 | D = 101 | E = 3 | F = 0.5 | G = -10 | H = -7 | I = -9 | J = 16 | K = -1
COC(=O)C1=C(N)Oc2cc(C)[nH]c(=O)c2C1c1cc(OC)c(OC)c(OC)c1 (stereo not given)
  A = 102 | B = 101 | C = 2 | D = 103 | E = 1 | F = 0.3 | G = -2 | H = 0 | I = 1 | J = 62 | K = -2
O=C1CCCc2c1[nH]c1ccccc21
  A = 100 | B = 100 | C = -2 | D = 100 | E = 3 | F = 0.6 | G = -4 | H = -10 | I = -10 | J = 14 | K = -6
O=C(CCCOc1ccc(Cl)cc1)NCC1CCCO1 (stereo not given)
  A = 90 | B = 91 | C = -1 | D = 92 | E = 0 | F = 0.1 | G = -1 | H = -1 | I = -4 | J = 31 | K = -2
CCn1c(SCC(=O)NC(C)c2ccccc2)nc2ccccc21 (stereo not given)
  A = 104 | B = 105 | C = 1 | D = 104 | E = 1 | F = 0.7 | G = -2 | H = -3 | I = -8 | J = 4 | K = -8
COC(=O)c1cc(NC(=O)c2cccc(F)c2)cc(C(=O)OC)c1
  A = 100 | B = 105 | C = 0 | D = 102 | E = 10 | F = 0.7 | G = 0 | H = -2 | I = 0 | J = 9 | K = -3
O=C(CCn1c(=O)oc2ccccc21)N(Cc1ccccc1)c1ccccn1
  A = 102 | B = 101 | C = -8 | D = 100 | E = 0 | F = 0.7 | G = -6 | H = -10 | I = -8 | J = 24 | K = -6
COc1ccc(F)cc1C(=O)C1CCCN(C(=O)CSc2ccccn2)C1 (stereo not given)
  A = 98 | B = 96 | C = -3 | D = 92 | E = 2 | F = 1.3 | G = 0 | H = -10 | I = -7 | J = 15 | K = -5

Just RGS7-Gao, RGS4-Gao reg and GSH bead fluor (five entries from above):
Molecule | RGS7-Gao | RGS4-Gao reg | GSH bead fluor
COc1ccc(OC)c(-n2cnnn2)c1 | 100 | 108 | 14
CCOC(=O)C1C(=O)CC(=O)CC1CC(C)SCC (stereo not given) | 96 | 92 | 12
C#CCOCCOCCOCCNc1nc(N2CCN(C(=O)[C@H]([C@@H](C)CC)n3cc([C@@H](N)CO)nn3)CC2)nc(N2CCN(C(=O)[C@H](CCCCN)n3cc([C@@H](N)CC(C)C)nn3)CC2)n1 | 101 | 98 | 19
CCOc1ccc(NC(=O)Nc2ccc3c(c2)nnn3C)cc1 | 99 | 97 | 9
c1coc(CNCCCN2CCOCC2)c1 | 96 | 90 | 18

Ordered by value in RGS8-Gao (highest first): 3 of the compounds above
molecule | RGS8-Gao
COC(=O)C1=C(N)Oc2cc(C)[nH]c(=O)c2C1c1cc(OC)c(OC)c(OC)c1 (stereo not given) | 102
COC(=O)c1cc(NC(=O)c2cccc(F)c2)cc(C(=O)OC)c1 | 100
C#CCOCCOCCOCCNc1nc(N2CCN(C(=O)[C@H]([C@@H](C)CC)n3cc([C@@H](N)CO)nn3)CC2)nc(N2CCN(C(=O)[C@H](CCCCN)n3cc([C@@H](N)CC(C)C)nn3)CC2)n1 | 98

From PubChem
